# Source: PubChem
# BH1578 lux ind: inducers of Vibrio cholerae quorum light production without autoinducers, primary screen, BH1578 luxS cqsA deficient, single point; V. cholerae BH1578 lux reporter, luminescence, 6 h; 350,000 compounds, 0.16% hits; activation, % at 18.7 µM; in the data active = activation mostly above about 9.7%, no sharp cut-off; inconclusive = no clear call, values can overlap the other calls; inactive = mostly below about 3.7%; also: not every result past the cut was called active; inactives centre near 0; reference of the scale not given here
# Anthrax LF prot: Bacillus anthracis LF protease inhibitors, primary screen, biochemical, multiplex microsphere, MLPCN library. Lethal factor (Bacillus anthracis), P15917. multiplex microsphere protease cleavage assay. inhibition, % at 10 µM. 360,000 compounds, 0.12% hits; also: plate controls were buffer without enzyme for full effect and enzyme alone for no effect
# Target sequence (P15917 whole entry, looked up): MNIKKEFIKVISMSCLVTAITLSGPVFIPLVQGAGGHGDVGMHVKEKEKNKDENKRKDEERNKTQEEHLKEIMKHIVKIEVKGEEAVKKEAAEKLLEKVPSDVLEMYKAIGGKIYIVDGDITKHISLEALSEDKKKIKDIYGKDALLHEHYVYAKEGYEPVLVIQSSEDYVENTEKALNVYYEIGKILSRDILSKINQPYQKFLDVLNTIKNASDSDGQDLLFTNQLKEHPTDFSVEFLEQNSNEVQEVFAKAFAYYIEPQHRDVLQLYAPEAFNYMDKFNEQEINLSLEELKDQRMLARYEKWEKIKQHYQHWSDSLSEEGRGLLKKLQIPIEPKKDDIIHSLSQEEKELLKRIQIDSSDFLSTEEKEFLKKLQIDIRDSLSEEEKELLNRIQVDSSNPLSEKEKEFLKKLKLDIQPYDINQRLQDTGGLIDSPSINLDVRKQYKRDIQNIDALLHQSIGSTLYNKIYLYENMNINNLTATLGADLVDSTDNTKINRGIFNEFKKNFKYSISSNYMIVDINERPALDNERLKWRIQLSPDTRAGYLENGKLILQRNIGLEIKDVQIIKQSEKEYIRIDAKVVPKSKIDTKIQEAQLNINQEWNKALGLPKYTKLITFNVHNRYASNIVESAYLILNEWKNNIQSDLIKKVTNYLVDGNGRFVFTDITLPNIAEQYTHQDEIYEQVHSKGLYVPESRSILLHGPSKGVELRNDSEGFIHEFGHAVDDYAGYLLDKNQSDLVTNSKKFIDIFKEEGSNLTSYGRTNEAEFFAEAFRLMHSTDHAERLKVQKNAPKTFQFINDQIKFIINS
# SSB-PriA inh: inhibitors of Klebsiella pneumoniae PriA binding to SSB C-terminal tail, primary screen, biochemical, AlphaScreen | inhibition, % at 33 µM | 430,000 compounds, 0.6% hits | PriA–SSB C-terminal tail interaction (Klebsiella pneumoniae) | AlphaScreen SSBct-PriA binding, biotinylated peptide; in the data active = inhibition mostly above about 37%, no sharp cut-off; inactive = mostly below about 20%;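 also: plate controls were negative control peptide for no effect and reference peptide for full effect; strong numbers were not always called active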
# BoNT-A LC inh2: BoNT/A light chain protease inhibitors, primary screen, biochemical, flow cytometry, MLPCN library; Botulinum neurotoxin type A light chain protease (Clostridium botulinum A str. ATCC 3502); multiplex microsphere protease substrate cleavage; inhibition, % at 10 µM; 360,000 compounds, 0.17% hits; also: plate controls were buffer without enzyme for full effect and enzyme alone for no effect
# TcdB GH inh: TcdB glycohydrolase inhibitors, primary screen, biochemical, single point, plate reader | 350,000 compounds, 0.24% hits | inhibition, % at 9.99 µM | TcdB glycohydrolase enzymatic assay; in the data active = inhibition above about 10%
# PfHsp40 rescue: rescue of yeast from PfHsp40 toxicity, primary screen, S. cerevisiae, ATP luminescence. growth rescue, % at 12.5 µM. AID 504582, 2011. S. cerevisiae expressing PfHsp40, growth rescue. 340,000 compounds, 0.68% hits; in the data active = growth rescue above about 28%, passing the limit was not always enough; inconclusive = no clear call, values can overlap the other calls;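 also: yeast W303a lacking pdr1 and pdr3 grown in galactose medium; growth measured after three days at 30 °C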
# SARS 3CLpro inh: SARS-CoV 3CLpro protease inhibitors, primary screen, biochemical, quenched FRET. Replicase polyprotein 1ab (Severe acute respiratory syndrome coronavirus), P0C6X7. recombinant SARS-CoV 3CLpro, quenched FRET peptide cleavage. inhibition, % at 6 µM. 290,000 compounds, 0.14% hits; in the data active = inhibition above about 12%
# Y pestis TopoI: Yersinia pestis topoisomerase I inhibitors, primary screen, biochemical, cleavage product accumulation, plate reader, single point | Y. pestis Topo-I cleavage product accumulation | activity, % at 10 µM | 360,000 compounds, 0.064% hits | AID 504884, 2011; in the data active = activity above about 50%, passing the limit was not always enough; inconclusive = no clear call, values can overlap the other calls; also: inactives centre near 2
# PrPC surface inh: inhibitors of human cell surface prion protein PrPC, primary screen, cell-based, TR-FRET. TR-FRET read-out. inhibition, % at 13.8 µM. 370,000 compounds, 0.43% hits; in the data active = inhibition above about 24%; also: 0% = median of the test wells and 100% = reference compound wells
# The depositor's hits bear a star; i = inactive; u = inconclusive; x = no result given; & = joins results of further samples. Rule as the data show it, unless noted: active = inhibition above about 30%; inconclusive = no clear call, values can overlap the other calls; inactive = below that. This is a subset. The share of hits here may be higher or lower than overall.
smiles	SARS 3CLpro inh	Y pestis TopoI	Anthrax LF prot	TcdB GH inh	SSB-PriA inh	BH1578 lux ind	PrPC surface inh	PfHsp40 rescue	BoNT-A LC inh2
Cn1c(C(=O)NCCc2ccccc2)cc(=O)n(C)c1=O	0	-7	-4	0.5	5	i	0	0.6	0.6
COc1ccc2c(C)c(CCC(=O)NC3CC3)c(=O)oc2c1	-4	4	-4	-0.5	-7	-0.3	-3	1.5	-0.1
Cc1ccc(S(=O)(=O)N/N=C2\C(=O)C3(C)CCC2C3(C)C)cc1 (stereo not given)	-3	8	-6	0.6	x	-0.6	4	0.1	-0.1
CC(C)CC(NC(N)=O)C(=O)OCC(=O)N(Cc1ccccc1)Cc1ccccc1 (stereo not given)	3	28	-3	0.4	9	-0.5	7	0.7	-0.5
CCOc1cccc(N(C(=O)Cc2cccs2)C(C(=O)NC2CCCCC2)c2cccn2C)c1 (stereo not given)	2	18	-3	x	18	0.2	0	1.2	0.5
COC(=O)CC1C(=O)NCCN1C(=O)OC(C)(C)C (stereo not given)	3	4	0	-0.6	-22	-0.3	-4	0.5	-1.1
O=C(CCNc1ccc(F)cc1)c1cccc([N+](=O)[O-])c1	3	-2	-2	x	27	-2.6	0	-1.1	u
C=CCNC(=S)NNC(=O)c1ccc(OCCCC)cc1	1	5	-1	-0.1	-10	x	-1	0.8	-0.6
O=C(Nc1nc(-c2ccc(Cl)s2)cs1)c1ccncc1	-5	9	2	0.8	1	1.0	2	0.8	3.4
COc1ccc(CNC(=O)C2CCN(S(=O)(=O)c3ccc4c(c3)CC(C)N4C(=O)C3CC3)CC2)cc1 (stereo not given)	0	18	1	0.4	-6	-0.5	-2	-0.4	0.1
COC(=O)c1cc(C(=O)OCC(=O)NC2CCCCCCC2)cc([N+](=O)[O-])c1	x	16	-4	-2.3	4	-0.7	-15	3.3	-0.5
Fc1ccc(-c2cc(C(F)(F)F)nc(NCC3CCCO3)n2)cc1 (stereo not given)	-6	18	2	x	-105	i	0	-1.1	0.7
N#CCC(=O)Nc1ccc(C(=O)OCc2ccccc2Oc2ccccc2)cc1	3	12	0	0.1	-7	-4.0	-6	1.0	-0.8
CC1(C)OC(C)(C)/C(=C/Nc2ccccc2)C1=O	0	4	-1	x	x	i	-8	3.1	-0.2
O=C(Cc1ccc(Br)cc1)Nc1ncc([N+](=O)[O-])s1	0	-19	-2	1.4	-1	i	-6	0.0	-6.3
CC(=O)N(C)/C=C1\Sc2ccccc2C1=O	7	-6	-1	x	-8	-0.7	6	0.8	0.3
COc1cc(OC)cc(C(=O)NC(=S)Nc2cccnc2)c1	-1	1	0	x	4	i	6	-0.8	0.6
CCOC(=O)CNC(=O)CSc1nnc(-c2ccccc2)n1Cc1ccco1	-1	-3	4	x	-8	i	3	0.1	1.1
COc1ccc(-c2ccc3c(c2)CN(c2cccc(Cl)c2)Cc2cnnn2-3)cc1	x	x	-2	-0.3	x	x	8	x	-0.5
O=C(Nc1ccc(N2CCOCC2)c(Cl)c1)c1ccc2c(c1)OCCO2	-4	7	0	21*	-11	-1.4	14	-1.2	-1.6

# Continued.
smiles	SARS 3CLpro inh	Y pestis TopoI	Anthrax LF prot	TcdB GH inh	SSB-PriA inh	BH1578 lux ind	PrPC surface inh	PfHsp40 rescue	BoNT-A LC inh2
O=C(NCC(c1ccco1)N1CCN(c2ccc(F)cc2)CC1)C(=O)NC1CC1 (stereo not given)	x	3	-2	0.9	-8	-0.8	-5	-0.4	-2.0
CCc1nc2ccc(C(=O)NCCCN3CCN(c4ccc(F)cc4)CC3)cc2nc1CC	-1	11	-12	-0.8	5	i	-4	0.0	-1.4
CCc1nnc(NC(=O)CSc2ccc(-c3ccco3)nn2)s1	-2	5	2	-1.4	-7	i	11	-0.3	0.4
CCCN(C(=O)C1CC(=O)N(c2ccccc2C(C)CC)C1)C1CCS(=O)(=O)C1 (stereo not given)	x	-6	4	2.1	4	1.9	1	0.8	-0.2
CCC(C)(C)NC(=O)c1cc(S(=O)(=O)N2CCCCC2)ccc1N1CCOCC1	0	15	-4	0.3	4	i	3	-1.0	0.3
COC(=O)c1cc(C#N)c(Oc2ccccc2OC)nc1C	2	-3	0	x	-24	i	0	0.5	-0.1
CC(=O)N1CN2CN(C1)CN(C(C)=O)C2	0	2	0	x	-4	-0.2	-4	0.7	-0.4
O=C(CCc1ccccc1)NNC(=O)c1ccc(Br)cc1	-2	0	1	0.4	-22	-0.5	1	-0.4	0.0
O=C(O)CCCCCCCCCCP(=O)(c1ccccc1)c1ccccc1	3	-10	-1	0.9	-10	-0.4	3	0.0	-0.3
O=c1cc(CN2CCOCC2)c2ccccc2o1	x	x	-7	-11	x	x	7	x	0.6
Cn1c(N)c(C(=O)CSc2nnc(Cc3cccs3)n2C2CC2)c(=O)n(C)c1=O	x	2	8	-1.1	-17	i	-4	-0.2	0.3
COC(=O)NCC(c1ccco1)N1CCN(c2ccc(F)cc2)CC1 (stereo not given)	-4	4	0	4.5	3	-0.3	-5	-1.0	-0.2
CCOC(=O)C1(C)CCN1C(=O)c1ccc(C)cc1 (stereo not given)	x	0	-3	-2.1	x	i	1	x	0.1
Cc1c(C(=O)Nc2cccc(-c3nnc4n3CCCCC4)c2)oc2ccccc12	3	14	2	x	1	i	7	0.5	-2.0
COc1ccc2c(c1)C(=C(C#N)C#N)C(=O)N2CCc1ccccc1	5	-6	-9	1.3	11	i	3	0.4	3.7
CCOC(=O)C1(CCCc2ccccc2)CCN(C(=O)CN2C(=O)CSC2=O)CC1	4	29	-1	0.4	-9	-0.8	-6	-0.5	0.0
CCN(CC)S(=O)(=O)c1ccc(F)c(C(=O)NCCC(C)C)c1	0	7	1	x	-22	-0.2	6	-0.7	u
Cc1ccc([N+](=O)[O-])cc1NC(=O)c1ccc(-c2ccccc2)cc1	1	4	-5	x	5	i	-3	-1.3	-0.2
CCN(C[C@H]1N[C@@](C)(C(=O)OC)[C@H]2C(=O)N(C)C(=O)[C@@H]12)C(=O)Nc1ccc(C)cc1	x	6	-4	1.0	-14	i	-1	-0.5	-0.4
COc1ccc(S(=O)(=O)N2CCN(C)CC2)cc1NC(=O)c1ccccc1C	-3	1	-1	0.2	-5	-0.7	-8	-0.3	2.0

# No new results follow: an excerpt of the list.
smiles	SARS 3CLpro inh	Y pestis TopoI	Anthrax LF prot	TcdB GH inh	SSB-PriA inh	BH1578 lux ind	PrPC surface inh	PfHsp40 rescue	BoNT-A LC inh2
Cc1ccc([N+](=O)[O-])cc1NC(=O)c1ccc(-c2ccccc2)cc1	1	4	-5	x	5	i	-3	-1.3	-0.2
CCN(C[C@H]1N[C@@](C)(C(=O)OC)[C@H]2C(=O)N(C)C(=O)[C@@H]12)C(=O)Nc1ccc(C)cc1	x	6	-4	1.0	-14	i	-1	-0.5	-0.4
COc1ccc(S(=O)(=O)N2CCN(C)CC2)cc1NC(=O)c1ccccc1C	-3	1	-1	0.2	-5	-0.7	-8	-0.3	2.0

# Looked up above:
# SSB-PriA inh result of O=C(CCc1ccccc1)NNC(=O)c1ccc(Br)cc1 stands at -22
# PrPC surface inh result of O=C(O)CCCCCCCCCCP(=O)(c1ccccc1)c1ccccc1 stands at 3

# (next part)
smiles	SARS 3CLpro inh	Y pestis TopoI	Anthrax LF prot	TcdB GH inh	SSB-PriA inh	BH1578 lux ind	PrPC surface inh	PfHsp40 rescue	BoNT-A LC inh2
COc1ccc(NC(=O)c2cncc(Br)c2)cc1S(=O)(=O)N1CCCCC1	0	0	-3	x	-9	-1.2	2	1.2	-0.1
O=C(NCc1cccnc1)c1cccn2c(=O)c3sccc3nc12	-7	4	-5	x	-7	i	-16	-1.2	0.6
Cc1csc(=O)n1CC(=O)OCC(=O)NNC(=O)c1ccc(Cl)cc1	x	0	0	2.1	-5	-0.7	7	0.0	-0.5
Cc1cccc(-c2nc3c(c(SCC(=O)N4CCOCC4)n2)Cc2c(CO)cnc(C)c2O3)c1	-9	23	0	x	16&-8	-5.6	x	0.8	0.9
Cc1nn(CCOc2ccc(Br)cc2)c(C)c1[N+](=O)[O-]	1	8	-2	-1.0	-7	-0.3	-5	0.9	2.0
COc1cccc(CNc2nc3ccc(NC(C)=O)cc3s2)c1	x	-2	-6	0.3	-3	-0.9	7	-1.1	-1.6
CC(NS(=O)(=O)c1ccc2c(c1)c(=O)n(C)c(=O)n2C)C(=O)NC1CCCCC1 (stereo not given)	-1	-2	2	0.8	-1	-0.2	2	0.6	-1.3
N#CC1(c2cccc(Br)c2)C(=O)Nc2ccccc21 (stereo not given)	x	6	-2	2.8	-3	-0.8	8	-1.3	-0.6
COc1ccc(NC(=O)c2ccccc2OCc2ccc(F)cc2)c(OC)c1	6	37	-2	1.0	-15	-0.4	-4	3.5	1.1
N#CCCC12CCCCC1=Nc1ccccc12 (stereo not given)	-2	9	-5	x	0	i	0	-0.9	0.3
Cc1c(C(=O)OCC(=O)Nc2ccc3c(c2)OCO3)cccc1[N+](=O)[O-]	1	8	-1	x	-1	-0.2	2	-1.1	-0.5
CNc1nc(SC)nc2ccccc12	-4	-8	-5	1.5	7	i	2	0.5	-1.2
CCOC(=O)c1c(NC(=S)NNS(=O)(=O)c2ccc(Br)cc2)sc2c1CCCCC2	4	2	3	2.4	14	-0.3	-4	-1.1	3.8
CCN1CCN(CC(=O)N2CCCC(C(=O)c3ccc(Oc4ccccc4)cc3)C2)CC1 (stereo not given)	-4	-10	-3	-0.1	3	-0.3	-7	-0.6	-0.1
O=C(O)Cn1cc(C(=O)C2CC2)c2ccccc21	-2	-3	-1	x	0	i	0	0.9	-0.5
CC(=O)c1c(N2CCN(C(=O)C3CCCO3)CC2)nc(=S)n(-c2ccccc2)c1C (stereo not given)	-1	2	-3	0.0	-6	-0.4	-7	0.8	-0.1
Cc1ccc(OCC(=O)N2CCOCC2)c([N+](=O)[O-])n1	4	-2	2	0.2	-8	0.1	-9	0.3	0.3
CC(C)Sc1nc2c(c(=O)[nH]c(=O)n2C)n1Cc1ccccc1	-2	-2	-3	-0.2	-18	0.9	-1	-1.3	-0.5
Cc1ccc(NC2=CC(=O)CC(c3ccco3)C2)c(N)c1 (stereo not given)	1	5	-2	x	5	1.0	-4	2.2	0.3
CCOC(=O)C1CCN(c2c(NC3CCCc4ccccc43)c(=O)c2=O)CC1 (stereo not given)	-1	4	-3	1.2	-14	-0.3	16	1.6	0.2

# Following part
smiles	SARS 3CLpro inh	Y pestis TopoI	Anthrax LF prot	TcdB GH inh	SSB-PriA inh	BH1578 lux ind	PrPC surface inh	PfHsp40 rescue	BoNT-A LC inh2
CCOC(=O)C(=O)Nc1ccc(S(=O)(=O)N2CCOCC2)cc1OC	-7	-1	0	x	1	i	5	1.2	0.3
O=c1[nH]c(=S)n(C2CCCCC2)c(O)c1C=NCCN1CCOCC1	3	-1	x	1.9	-2	i	1	-0.2	x
O=C(CSc1nc2cc(C(F)(F)F)ccc2n1Cc1ccccc1)NC1CCS(=O)(=O)C1 (stereo not given)	1	20	-2	x	-10	-0.4	-23	0.6	0.3
N/C(=N\OC(=O)c1ccncc1)c1cccc([N+](=O)[O-])c1	-3	-2	-4	0.0	x	-0.3	-4	0.6	-6.7
Cc1c(C(=O)Nc2nccs2)oc2ccccc12	x	0	-3	0.0	x	i	-8	x	0.6
Cn1c(N)c(C(=O)COC(=O)COc2cccc(Br)c2)c(=O)n(C)c1=O	x	2	-6	4.7	1	0.0	-3	-0.7	-0.7
CC(=O)N1CCN(c2ccc([N+](=O)[O-])cc2C=C2C(=O)NC(=O)NC2=O)CC1	-1	-4	0	x	-9	-0.2	-28	-1.1	-0.3
